# Screening data: PubChem, The Scripps Research Institute Molecular Screening Center
# PREPL inh = PREPL enzyme inhibitors, primary screen, biochemical, fluorescence polarization; Prolyl endopeptidase-like (Homo sapiens), Q4J6C6; recombinant PREPL, fluorescence polarization activity-based probe; inhibition, % at 5.96 µM; 320,000 compounds, 0.68% hits; AID 2751, 2010; in the data active means inhibition above about 43%;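 further: 0% = enzyme with DMSO and 100% = wells lacking enzyme; many of its hits are not listed in these tables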
# GSTO1 counter = inhibitors of recombinant GSTO1, primary screen, counter-screen for RBBP9 inhibitor project, biochemical, fluorescence polarization; Glutathione S-transferase omega-1 (Homo sapiens), P78417; inhibition, % at 5.96 µM; activity-based probe fluorescence polarization; 300,000 compounds, 1.1% hits;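 active means inhibition above the campaign mean inhibition plus 3 SD, cut at about 35% in these data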;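 further: 0% = GSTO1-1 with DMSO and 100% = wells lacking GSTO1-1 enzyme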
# LYPLA2 inh = LYPLA2 inhibitors, primary screen, counter-screen for PME1 inhibitor project, biochemical, fluorescence polarization, FP-Rh probe ABPP; Acyl-protein thioesterase 2 (Homo sapiens), O95372; recombinant LYPLA2; inhibition, % at 5.9 µM; 320,000 compounds, 0.38% hits; AID 2177, 2009;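 active means inhibition above the screen-wide mean plus 3 SD, limit set per campaign, cut at about 26% in these data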;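 further: 0% = LYPLA2 with DMSO and 100% = wells lacking LYPLA2 enzyme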
# LYPLA1 inh = LYPLA1 inhibitors, primary screen, counter-screen for PME1 inhibitor project, biochemical, fluorescence polarization, FP-Rh probe ABPP; Acyl-protein thioesterase 1 (Homo sapiens), O75608; recombinant LYPLA1; inhibition, % at 5.9 µM; 320,000 compounds, 0.16% hits; AID 2174, 2009;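 active means inhibition above the mean of all tested compounds plus 3 SD, set per campaign, cut at about 14% in these data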;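 further: inhibitors block serine hydrolase probe labeling of LYPLA1 so polarization falls; 0% = enzyme with DMSO and 100% = wells lacking LYPLA1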
# PAD4 inh = human PAD4 inhibitors, primary screen, biochemical, fluorescence polarization, 1536-well format | Protein-arginine deiminase type-4 (Homo sapiens), Q9UM07 | recombinant PAD4, RCA probe fluorescence polarization | inhibition, % at 6.36 µM | 330,000 compounds, 0.41% hits;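 active means percent inhibition above a cutoff equal to the mean of all tested compounds plus 3 SD, cut at about 15% in these data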;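 further: 0% = PAD4 with RCA probe and DMSO and 100% = probe without PAD4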
# Target sequence (Q9UM07 whole entry, looked up): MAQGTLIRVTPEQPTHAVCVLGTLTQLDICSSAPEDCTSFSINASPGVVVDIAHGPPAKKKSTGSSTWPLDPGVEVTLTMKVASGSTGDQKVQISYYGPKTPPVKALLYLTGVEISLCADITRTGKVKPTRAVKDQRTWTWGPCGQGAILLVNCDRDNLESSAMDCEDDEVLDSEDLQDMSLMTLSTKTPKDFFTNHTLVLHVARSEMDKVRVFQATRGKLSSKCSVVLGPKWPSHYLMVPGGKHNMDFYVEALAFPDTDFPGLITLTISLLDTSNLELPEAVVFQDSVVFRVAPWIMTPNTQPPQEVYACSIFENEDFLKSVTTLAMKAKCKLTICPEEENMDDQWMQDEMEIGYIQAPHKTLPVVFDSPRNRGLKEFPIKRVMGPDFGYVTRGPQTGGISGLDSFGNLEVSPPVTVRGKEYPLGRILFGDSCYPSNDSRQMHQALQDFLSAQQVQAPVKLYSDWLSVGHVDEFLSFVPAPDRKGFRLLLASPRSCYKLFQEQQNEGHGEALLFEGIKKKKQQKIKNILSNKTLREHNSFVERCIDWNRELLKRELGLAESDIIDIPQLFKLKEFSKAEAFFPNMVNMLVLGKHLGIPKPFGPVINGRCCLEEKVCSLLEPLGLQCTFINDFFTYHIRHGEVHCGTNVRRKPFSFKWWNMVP
# ZTA counter = counter-screen for EBNA-1 inhibitors: inhibitors of Epstein-Barr virus ZTA; inhibition, % at 11 µM; P03206; ZTA-DNA binding, fluorescence polarization; 320,000 compounds, 0.15% hits; in the data active means inhibition above about 33%
# PAFAH2 FP inh = PAFAH2 enzyme inhibitors, primary screen, biochemical, fluorescence polarization, human | recombinant PAFAH2, FP-rhodamine activity probe | 340,000 compounds, 0.99% hits | inhibition, % at 3.39 µM;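 active means inhibition above the mean over all tested compounds plus 3 SD, cut at about 30% in these data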;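 further: inhibitors block probe labeling of enzyme so polarization drops; 0% = enzyme with DMSO and 100% = wells lacking PAFAH2 protein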
# PAFAH1B3 FP inh = PAFAH1B3 enzyme inhibitors, primary screen, biochemical, fluorescence polarization, human; Platelet-activating factor acetylhydrolase IB subunit alpha1 (Homo sapiens), Q15102; recombinant PAFAH1B3, FP-rhodamine probe; inhibition, % at 3.39 µM; 340,000 compounds, 0.28% hits; AID 492972, 2010;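 active means inhibition above the screen-wide average of all tested compounds plus 3 SD, cut at about 25% in these data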;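 further: 0% = enzyme with DMSO only and 100% = wells lacking PAFAH1B3 protein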
# EBNA-1 inhibitor = EBNA-1 DNA-binding inhibitors, primary screen, biochemical, fluorescence polarization; 300,000 compounds, 0.34% hits; inhibition, % at 14.8 µM; AID 1950, 2009; in the data active means inhibition above about 28%
# The depositor's hits bear a star; x = not tested or not shown.
SMILES,PREPL inh,GSTO1 counter,LYPLA2 inh,LYPLA1 inh,PAD4 inh,ZTA counter,PAFAH2 FP inh,PAFAH1B3 FP inh,EBNA-1 inhibitor
O=C(Nc1ccccc1)C(=O)Nc1ccccn1,7,-1,4,0,-4,12,4,13,17
COc1ccccc1CNC(=O)CSc1ccc(-c2cccs2)nn1,-4,6,11,0,2,0,5,11,-4
COc1cc(CCC(=O)OCn2nnc3ccccc3c2=O)cc(OC)c1OC,14,-5,-6,-1,-5,5,10,9,-1
Cc1ccc(C)c(S(=O)(=O)NC2CCS(=O)(=O)C2)c1 (stereo not drawn),2,-5,-6,-3,4,5,0,0,6
CCOC(=O)/C(=C\c1ccc([N+](=O)[O-])cc1)C(=O)c1cc(C(C)=O)c(Nc2ccccc2)s1,-6,-5,0,1,-5,-10,-5,2,0
CC(=O)c1ccc(NC(=O)C2CCN(S(=O)(=O)c3cccc4cccnc34)CC2)cc1,4,-6,-5,-1,-3,0,11,6,-6
CC(C)(C)C(=O)N1CCN(c2ccnc3cc(Cl)ccc23)CC1,-1,-33,-6,-3,3,-9,-1,-3,0
FC(F)(F)c1cc(-c2cccs2)nc2cc(-c3cccs3)nn12,2,-6,-4,-1,5,3,x,x,15
CCc1cccc(CC)c1NC(=O)COc1ccccc1C(=O)c1cc(C#N)c(=O)n(C2CCCCC2)c1,1,4,-1,-3,1,0,5,4,0
C#CC[N+](C)(C)CCCCCCCC,-2,-7,-4,-1,0,-35,4,6,-7
COC(=O)C1N2C(=O)[C@@H](NC(=O)COc3ccccc3)[C@H]2SC1(C)C (stereo partly drawn),9,1,8,3,2,-6,19,-6,9
COc1cc(Cl)cc(C(c2c(C(=O)O)[nH]c3ccccc23)c2c(C(=O)O)[nH]c3ccccc23)c1O,0,22,-2,-1,2,15,8,15,8

# Three entries picked at random from those above, as already listed:
SMILES,PREPL inh,GSTO1 counter,LYPLA2 inh,LYPLA1 inh,PAD4 inh,ZTA counter,PAFAH2 FP inh,PAFAH1B3 FP inh,EBNA-1 inhibitor
C#CC[N+](C)(C)CCCCCCCC,-2,-7,-4,-1,0,-35,4,6,-7
CCc1cccc(CC)c1NC(=O)COc1ccccc1C(=O)c1cc(C#N)c(=O)n(C2CCCCC2)c1,1,4,-1,-3,1,0,5,4,0
FC(F)(F)c1cc(-c2cccs2)nc2cc(-c3cccs3)nn12,2,-6,-4,-1,5,3,x,x,15

# Seven entries already listed, arranged by molecular weight, ascending.
SMILES,PREPL inh,GSTO1 counter,LYPLA2 inh,LYPLA1 inh,PAD4 inh,ZTA counter,PAFAH2 FP inh,PAFAH1B3 FP inh,EBNA-1 inhibitor
O=C(Nc1ccccc1)C(=O)Nc1ccccn1,7,-1,4,0,-4,12,4,13,17
CC(C)(C)C(=O)N1CCN(c2ccnc3cc(Cl)ccc23)CC1,-1,-33,-6,-3,3,-9,-1,-3,0
COC(=O)C1N2C(=O)[C@@H](NC(=O)COc3ccccc3)[C@H]2SC1(C)C (stereo partly drawn),9,1,8,3,2,-6,19,-6,9
COc1ccccc1CNC(=O)CSc1ccc(-c2cccs2)nn1,-4,6,11,0,2,0,5,11,-4
CC(=O)c1ccc(NC(=O)C2CCN(S(=O)(=O)c3cccc4cccnc34)CC2)cc1,4,-6,-5,-1,-3,0,11,6,-6
CCOC(=O)/C(=C\c1ccc([N+](=O)[O-])cc1)C(=O)c1cc(C(C)=O)c(Nc2ccccc2)s1,-6,-5,0,1,-5,-10,-5,2,0
COc1cc(Cl)cc(C(c2c(C(=O)O)[nH]c3ccccc23)c2c(C(=O)O)[nH]c3ccccc23)c1O,0,22,-2,-1,2,15,8,15,8

# Continued.
SMILES,PREPL inh,GSTO1 counter,LYPLA2 inh,LYPLA1 inh,PAD4 inh,ZTA counter,PAFAH2 FP inh,PAFAH1B3 FP inh,EBNA-1 inhibitor
O=C(CCCNS(=O)(=O)c1cccs1)N1CCN(c2cccc(Cl)c2)CC1,-8,2,1,-1,2,-10,-12,3,-17
CC(C)N(Cc1ccccc1)C(=O)CN1C(=O)NC2(CCCc3ccccc32)C1=O (stereo not drawn),-11,8,8,1,-1,2,-4,-2,10
Cc1ccc(S(=O)(=O)NCc2ccc3c(c2)cc(C)n3C)cc1,-1,1,2,1,11,6,12,2,2
CCn1nnnc1SCC(=O)Nc1nnc(C(C)C)s1,-5,7,-13,-1,-2,3,-5,4,-7
Cc1ccccc1C(=O)N1CCC(C(=O)NC2CCCCCC2)CC1,15,-1,-2,2,2,-9,-5,0,-5
CN(C)c1ncc([N+](=O)[O-])cc1C(F)(F)F,5,-4,8,2,-5,-11,23,6,-1
O=C(c1ccc(Br)cc1)N1CCC(C(=O)N2CCN(c3ccccc3)CC2)CC1,8,3,10,1,3,3,3,2,-3
Fc1ccc(-c2ccnc3nc(-n4cccc4)nn23)cc1,16,-7,-3,-3,0,-6,-8,-2,-3
O=C(CN1C(=O)/C(=C2/SC(=S)N(CCS(=O)(=O)O)C2=O)c2ccccc21)Nc1cccc(Br)c1,2,x,x,x,-7,x,0,3,x
Cc1nc2ccc([N+](=O)[O-])cc2c(=O)n1Cc1cccc(F)c1,10,-9,-9,-6,1,-9,-5,-2,-2
CCCC(=O)c1cc2ccccc2oc1=O,-1,7,2,1,-4,2,6,0,0
CCOc1ccc(C(=O)NC(=S)Nc2ccc(N3CCCCC3)cc2)cc1[N+](=O)[O-],16,5,16,-3,-9,6,6,0,9
O=C(Nc1ccc(Oc2cccc3ccccc23)cc1)c1ccco1,11,-8,-26,-17,-3,5,-20,-3,-17
CCc1nnc(NC(=O)CSc2nnc(-c3c[nH]c4ccccc34)n2CCOC)s1,8,-6,2,-3,-3,2,-5,11,0
CC/C(=N\NC(=O)c1ccc(N2CCCC2=O)cc1)c1ccccc1,-5,4,1,-12,4,-10,3,3,-3

# An excerpt (hit frequency here may not be typical).
